NS5 inhibitors: flavivirus cap methylation enzyme inhibition – biochemical, confirmation dose response, primary screen (AID 588689); actives 0.3% (n = 340,000); Dengue-2 NS5 methyltransferase capping enzyme assay, biochemical; higher % means a stronger effect; one-dose inhibition, % at 25 µM; IC50 in µM for titrated hits; in the data active means a potency from the dose series; inconclusive means inhibition above about 29% without an active follow-up result
XIAP displacement: small molecules displacing peptide from XIAP – biochemical, IAP family, fluorescence polarization (AID 1018); XIAP BIR domain, fluorescence polarization peptide displacement; higher % means a stronger effect; displacement, % at 20 µM, or IC50 in µM where a hit was titrated; actives 0.007% (n = 200,000); in the data active means displacement above about 50%; further: a part of the inactive calls stands beside numbers as strong as those of hits
Myeloid diff MLP: myeloid differentiation induction | ER-HoxA9 myeloid progenitors, lysozyme-GFP differentiation, flow cytometry | actives 1% (n = 360,000) | calls only at 10 µM;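 active means normalized GFP-positive differentiation at or above the plate's own cutoff, the solvent-only control mean plus 3 SD; inconclusive means no clear call, values can overlap the other calls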;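 further: cells exposed to compound for four days before flow analysis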
LYP phosphatase: inhibitors of LYP phosphatase, biochemical, fluorescence intensity, uHTS (AID 1779) | recombinant LYP phosphatase, fluorescence intensity; higher % means a stronger effect | inhibition, % at 11.5 µM, or IC50 in µM where a hit was titrated | actives 0.054% (n = 290,000);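 further: plate controls were vehicle with enzyme for no effect and no enzyme for full effect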
AID2073: disruptors of CaV2.2 binding to Mint1 – biochemical, HTRF (AID 2073). HTRF protein-protein interaction, Mint1-CaV2.2; higher % means a stronger effect. inhibition, % at 20 µM; hits with a dose series show IC50 in µM. actives 0.19% (n = 290,000); in the data active means inhibition mostly above about 51%, no sharp cut-off; inconclusive means no clear call, values can overlap the other calls; inactive means mostly below about 53%; further: some results filed as inactive read as strong as hits
HIV peptide binding: inhibitors of HIV fusion peptide binding, primary screen, biochemical, uHTS, fluorescence dequenching (AID 1986); inhibition, % at 20 µM; hits with a dose series show IC50 in µM; actives 0.3% (n = 290,000); cell-free peptide binding, fluorescence dequenching, 30 min; higher % means a stronger effect; in the data active means inhibition mostly above about 52%, no sharp cut-off; inactive means mostly below about 76%; further: some results filed as inactive read as strong as hits
NOD2 inhibition: inhibition of NOD2-driven NF-kB reporter – cell-based, luminescence, uHTS, HEK293 (AID 1566). inhibition, % at 4 µM, or EC50 in µM where a hit was titrated. HEK293 NOD2/NF-kB luciferase reporter, luminescence; higher % means a stronger effect. actives 0.63% (n = 290,000); further: many of its hits are not listed in these tables
Hep lipid drop: hepatic lipid droplet formation modulation. AID 1656. actives 0.4% (n = 240,000). AML12 mouse hepatocytes, oleate lipid droplets, BODIPY imaging. inhibition, % at 6.5 µM;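 active means lipid droplet intensity inhibited by at least 50%, with more than 500 cells counted; inconclusive means wells with under 300 cells, treated as cytotoxic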
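System: AML12 hepatocytes (mouse). Probe or stimulus: oleic acid at 100 µM to induce lipid droplet formation. Times: overnight treatment with compound plus oleate. Detection: Image-based BODIPY and DAPI two-channel analysis. Evaluation: percent inhibition of filter-corrected integrated lipid droplet intensity per well.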
SIAH1 antagonists: blockers of Siah-1 interaction with plectin peptide – biochemical, fluorescence polarization, rhodamine-plectin, uHTS, primary screen (AID 1817). Siah-1 / rhodamine-plectin peptide fluorescence polarization; higher % means a stronger effect. displacement, % at 20 µM; hits with a dose series show IC50 in µM. actives 0.02% (n = 290,000);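 active means displacement of at least 50% at 20 µM, with a fluorescence ratio check between 0.3 and a set limit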;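 further: plate controls were Siah plus tracer with DMSO for no effect and tracer alone without Siah for full effect; strong numbers were not always called active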
Hep lipid drop cells 6.5 µM: recorded beside Hep lipid drop, whose call it bears; cell count; measured here: cell count, cytotoxicity flag;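 cells counted across two imaged fields per well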
NS5 inhibitors pilot replicate: further read-out of NS5 inhibitors, marked with its call; inhibition, %; measured here: pilot screen replicate inhibition
Myeloid diff MLP GFP+ MAC1+ %: second read-out of Myeloid diff MLP, no call of its own (marks repeat the call); GFP+ MAC1+ double positive, %; measured here: differentiation confirmed by MAC1 staining
Starred values were filed as active, the others as inactive; i = inactive; ? = inconclusive; . = no result given; + = active, no number. Unless noted, no stated cut-off is given here; in the data, active means inhibition above about 50%; inactive means the rest. Not all compounds are listed; the hit share may differ from the screen's.

SMILES	NS5 inhibitors	XIAP displacement	Myeloid diff MLP	Myeloid diff MLP GFP+ MAC1+ %	LYP phosphatase	AID2073	HIV peptide binding	NOD2 inhibition	Hep lipid drop	Hep lipid drop cells 6.5 µM	SIAH1 antagonists	others
CN(CC(=O)N1CCN(Cc2ccccc2)CC1)S(=O)(=O)c1cccc2nsnc12	3%	-3.6%	i	0.9	-2%	-13%	1.0%	1%	-17	732	20%
CC(C)Oc1ccc(CCc2n[nH]c(=S)n2Cc2ccccc2)cc1	-7%	-2.1%	i	1.4	3%	-27%	-2.4%	9%	.	.	-3%
O=C(Nc1cccc(F)c1)C1CCN(C(=O)Cc2ccccc2)CC1	4%	-3.1%	i	1.3	-10%	2%	-1.5%	9%	-12	733	-2%
Cc1noc(C)c1S(=O)(=O)N1CCC(C(=O)Nc2ccc(Br)cc2)CC1	-2%	.	i	0.5	-12%	13%	0.3%	26%	14	751	10%
CCC(C)(C)C1CCC(=NNS(=O)(=O)c2ccc(C)c([N+](=O)[O-])c2)CC1 (configuration not stated)	-4%	-2.6%	i	0.4	-4%	?	0.3%	11%	24	499	-1%
Cc1ccc(C)c(N(CC(N)=O)S(C)(=O)=O)c1	6%	0.8%	i	0.3	-7%	0%	1.6%	-1%	2	710	4%
CN(CC(=O)Nc1ccc(F)cc1)C(=O)COc1ccc(C(=O)c2ccccc2)cc1	-7%	-5.1%	i	0.6	-5%	2%	-1.9%	9%	-15	621	6%
Cc1cc(OC(C)C(=O)NCCCN2CCOCC2)ccc1Cl (configuration not stated)	-5%	.	i	3.8	-9%	5%	-0.6%	8%	0	868	-2%
CC(NC(=S)NNS(=O)(=O)c1cccc([N+](=O)[O-])c1)c1ccccc1 (configuration not stated)	-1%	.	i	1.0	-13%	-3%	-1.2%	14%	-3	828	-5%
O=C(NCCNc1ccc([N+](=O)[O-])cc1)c1ccco1	-13%	-5.4%	i	0.6	0%	10%	-0.7%	-4%	23	665	6%
CCC(NC(=O)NCc1cccnc1)(C(F)(F)F)C(F)(F)F	9%	-2.5%	i	0.9	0%	10%	0.8%	1%	2	706	2%
COc1ccc(N2CCN(C(CNC(C)=O)c3ccc4c(c3)OCO4)CC2)cc1 (configuration not stated)	7%	.	i	0.0	-12%	-1%	-1.0%	8%	-10	739	-2%
COc1ccc(CCNC(=O)C(=O)NCC2OCCN2S(=O)(=O)c2ccc(F)cc2)cc1 (configuration not stated)	-2%	.	i	5.0	-5%	12%	0.1%	5%	4	782	-2%
Cc1[nH]n(C(N)=S)c(=O)c1N=Nc1ccc(S(=O)(=O)N2CCCC2)cc1	6%	-4.3%	i	0.2	-4%	-8%	3.6%	-6%	13	774	20%
Cc1cccc(-n2nnnc2SC(C)C(=O)NCCC2=CCCCC2)c1 (configuration not stated)	-2%	-6.7%	i	0.7	-4%	0%	-1.0%	0%	.	.	1%
O=C(O)C1C2CCC(O2)C1C(=O)Nc1ccccc1Br (configuration not stated)	-2%	.	i	0.1	-6%	10%	-0.9%	-2%	13	868	1%
OCCC1CN(Cc2cn[nH]c2C2CCCCC2)CCN1C1CCCCC1 (configuration not stated)	1%	-2.4%	i	0.5	-5%	-7%	0.6%	5%	12	718	3%
CCOC(=O)c1cc2c(ccn2C)n1Cc1ccc(Cl)cc1	-2%	-5.1%	i	0.2	4%	19%	0.8%	2%	4	744	2%
COc1ccc(OC)c(CNc2ccc3c(c2)CCC3)c1	-13%	.	+	1.2*	-7%	14%	0.0%	8%	-6	849	3%
Cc1coc2c(O)cc3c(c12)OC1(N2CCCCC2)C(=O)NCCCC31 (configuration not stated)	27µM*	-4.5%	?	.	-4%	2%	20%	16%	-5	789	6%
Cc1cc(C(F)F)nn1CC(=O)NCc1ccc(Cl)cc1Cl	2%	-3.5%	i	2.5	1%	-4%	0.1%	-1%	-25	767	0%
CC(=O)c1cccc(S(=O)(=O)Nc2ccc(N3CCOCC3)cc2)c1	-4%	.	i	0.3	-10%	2%	-0.9%	-13%	-5	777	0%
COc1ccc(NC(=O)CS(=O)CC(=O)NC2CCCc3ccccc32)cc1 (configuration not stated)	-5%	-0.4%	i	1.0	0%	-2%	0.9%	3%	.	.	2%
CCN(CC)C(=O)CN(c1cccc(Br)c1)S(C)(=O)=O	.	-5.2%	i	0.2	-9%	-4%	-0.3%	18%	1	770	0%
CCn1c(CNC(=O)c2ccccc2F)nnc1SCC(=O)Nc1nncs1	-3%	.	i	0.8	-8%	0%	2.9%	6%	22	746	-1%
FC(F)(F)c1ccc2c(c1)[nH]c(=S)n2C1CC1	-4%	1.0%	i	0.0	-2%	-18%	-1.0%	1%	13	751	2%
Cc1ccsc1C(C(=O)NC1CCCCC1)N(C(=O)Cc1cccs1)C1CC1 (configuration not stated)	1%	-9.6%	i	6.3	2%	9%	0.0%	-21%	-20	654	0%
CN(Cc1nc2ccccc2n1C)c1ccccc1	3%	.	i	0.9	-7%	5%	-1.1%	-17%	12	861	-3%
COc1ccc(/C=N/NC(=O)CN(C2=NS(=O)(=O)c3ccccc32)c2ccccc2)cc1	-4%	-2.7%	i	0.4	1%	0%	-1.3%	0%	-22	641	5%
Cc1cccc(Nc2nc(-c3ccc(O)c(O)c3)cs2)n1	-4%	.	i	0.4	-3%	-21%	13%	24%	10	837	0%
O=S(=O)(c1cnc(Cl)c(Cl)c1)N1CCCc2ccccc21	-4%	-8.4%	i	0.9	-5%	4%	-0.2%	19%	-1	665	0%
CC(C)COC(=O)NC1c2ccccc2Oc2ccccc21	-12%	.	i	0.3	2%	30%	0.6%	-15%	-7	721	-1%
COCCNC(=O)c1ccccc1NC(=O)CSc1ccc(C)cc1	-15%	-1.6%	i	1.3	-6%	1%	-1.0%	9%	4	683	9%
COc1ccccc1-c1sc2ccccc2c1-c1ccc2c(c1)OCO2	-6%	.	i	1.2	-4%	5%	0.8%	1%	.	.	2%
CCOC(=O)CNC(=O)CSc1nnc(-c2cccc(OC)c2)n1CC	-1%	-4.2%	i	1.4	-2%	-7%	0.6%	-10%	.	.	-2%
CCN(CC)S(=O)(=O)c1ccc(C)c(NC(=O)CSc2nc3ccccc3[nH]2)c1	-3%	-2.5%	i	0.1	-3%	3%	0.5%	14%	-32	623	15%
Cc1ccc(OCCC(=O)OCc2csc(CC(=O)Nc3ccccc3C)n2)cc1	-11%	.	i	1.2	-8%	1%	0.4%	14%	6	855	9%
O=C(CCCN1C(=O)c2ccccc2C1=O)NCCCn1ccnc1	-13%	-7.7%	i	0.7	-4%	2%	0.2%	14%	5	647	0%
N#Cc1c(NC(=O)CCCN2C(=O)c3ccccc3C2=O)oc(-c2ccccc2)c1-c1ccccc1	2%	-7.2%	i	0.1	-8%	3%	-2.5%	8%	.	.	-4%
CC1=C(C#N)c2nc(N)c(C#N)c(C)c2/C1=C\c1ccc(C)cc1	.	-4.4%	.	.	-5%	13%	16%	-206%	.	.	-3%
COc1cc2[nH]c(=S)n(Cc3ccco3)c(=O)c2cc1OC	3%	-3.0%	i	5.4	-6%	-11%	9.3%	11%	9	773	-4%
Cc1ccc(Sc2ncccc2COC(=O)Nc2ccccc2)cc1	-7%	-9.4%	i	0.3	-6%	5%	-3.0%	17%	.	.	0%
COc1ccc(C(=O)NCc2nnc(SCC(=O)NCc3ccc(F)cc3)o2)cc1	6%	-14%	i	0.2	-3%	-2%	-2.0%	5%	-8	750	-3%
O=C(O)CN(c1ccccn1)S(=O)(=O)c1ccccc1	1%	-3.1%	i	0.4	-2%	4%	0.8%	0%	-7	837	-3%
CCc1cccc(C)c1NC(=O)CCOc1ccccc1	-5%	.	i	0.6	-9%	-5%	-1.3%	-20%	.	.	-1%
COc1cc(S(=O)(=O)N2CCN=C2c2ccccc2)ccc1F	5%	-3.6%	i	1.5	-13%	-2%	-0.6%	-18%	-12	709	2%
CCc1nc(SCC(=O)Nc2nnc(CC)s2)c2c(=O)n(C)c(=O)n(C)c2n1	1%	.	i	2.0	-2%	4%	0.0%	19%	-15	798	0%
Oc1cc(NCc2cccnc2)ccc1-c1nc2ccccc2o1	-1%	-6.5%	i	0.4	8%	20%	0.5%	-65%	2	731	2%
Cc1cc(C)c2[nH]c(O)c(N=Nc3ccc(C(=O)O)cc3)c2c1	0%	.	i	0.4	-9%	6%	6.2%	-48%	5	831	-1%
CC(=O)c1sc(Nc2nc3cc4c(cc3s2)OCO4)nc1C	-4%	-2.6%	i	0.4	-10%	13%	-4.0%	-72%	-14	672	12%
Cc1csc(NC(=O)CSc2nnc(Cc3cccn3C)n2-c2ccc(F)cc2)n1	-2%	-9.3%	i	3.0	5%	-9%	-2.4%	6%	12	696	-3%
NC(=O)C1CCN(C(=O)/C=C/c2cc(Br)ccc2F)CC1	2%	0.9%	i	0.7	-4%	20%	-1.4%	1%	1	671	15%
COc1cccc(-c2nnc(SCC(=O)N3CCOCC3)o2)c1	.	-2.9%	i	0.7	6%	9%	2.1%	-28%	.	.	-6%
Cc1ccc(-c2nnc(Nc3ccc(CC(N)=O)cc3)c3ccccc23)cc1S(N)(=O)=O	78%	.	i	0.9	-3%	2%	0.3%	2%	-13	395	9%
COc1cccc(/C=N/Nc2ccc([N+](=O)[O-])cn2)c1O	3%	.	.	.	-3%	17%	-5.3%	-102%	-10	829	-10%
CC(C)OCCCNC(=O)c1cc(-c2cccnc2)nc2ccccc12	-16%	.	i	0.7	0%	15%	-1.4%	1%	-10	800	-1%
COc1cc(C2=NOC(C(=O)N3CCOCC3)C2)cc(OC)c1OC (configuration not stated)	-2%	-4.2%	i	0.8	-3%	1%	0.8%	-11%	.	.	-2%
CN(Cc1cccs1)C(=O)CSc1nc(N)cc(N)n1	4%	-0.1%	i	0.5	1%	-3%	0.7%	16%	4	681	5%
O=C(c1cccc(C(F)(F)F)c1)N1CCC(O)(CS(=O)(=O)Cc2ccc(Cl)cc2)CC1	-5%	-2.2%	i	1.2	-1%	-3%	-0.4%	7%	5	676	1%	NS5 inhibitors pilot replicate=-2.4

Quoted at random: two entries already listed, in no set order.
SMILES	NS5 inhibitors	XIAP displacement	Myeloid diff MLP	Myeloid diff MLP GFP+ MAC1+ %	LYP phosphatase	AID2073	HIV peptide binding	NOD2 inhibition	Hep lipid drop	Hep lipid drop cells 6.5 µM	SIAH1 antagonists	others
COc1cc2[nH]c(=S)n(Cc3ccco3)c(=O)c2cc1OC	3%	-3.0%	i	5.4	-6%	-11%	9.3%	11%	9	773	-4%
CC(C)OCCCNC(=O)c1cc(-c2cccnc2)nc2ccccc12	-16%	.	i	0.7	0%	15%	-1.4%	1%	-10	800	-1%

Assay outcomes as filed in PubChem.
